BH1578 lux ind: induces V. cholerae light production without autoinducers; V. cholerae BH1578 lux reporter, luminescence, 6 h; activation, % at 18.7 µM; actives 0.16% (n = 350,000); AID 588436; in the data active means activation mostly above about 9.7%, no sharp cut-off; further: not every result past the cut was called active; inactives centre near 0; reference of the scale not given here
MazEF act: activators of E. coli MazEF toxin-antitoxin RNase; P0AE70; FAM/BHQ RNA-DNA oligo cleavage fluorescence, 5 h; activation, % at 20 µM; actives 0.32% (n = 350,000); AID 504720; in the data active means activation above about 50%
Target sequence (P0AE70 whole entry, looked up): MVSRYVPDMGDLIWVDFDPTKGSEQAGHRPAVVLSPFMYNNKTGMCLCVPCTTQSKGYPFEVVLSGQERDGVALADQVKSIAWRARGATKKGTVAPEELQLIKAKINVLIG
Y pestis TopoI: blocks Yersinia pestis topoisomerase I activity; actives 0.064% (n = 360,000); Y. pestis Topo-I cleavage product accumulation, plate reader; activity, % at 10 µM; in the data active means activity above about 50%, passing the limit was not always enough; further: inactives centre near 2
Anthrax LF inh2: blocks Bacillus anthracis lethal factor protease. P15917. multiplex microsphere protease cleavage assay, LF. inhibition, % at 10 µM. actives 0.12% (n = 360,000). AID 588501; in the data active means inhibition above about 30%; further: plate controls were buffer without enzyme for full effect and enzyme alone for no effect
Target sequence (P15917 whole entry, looked up): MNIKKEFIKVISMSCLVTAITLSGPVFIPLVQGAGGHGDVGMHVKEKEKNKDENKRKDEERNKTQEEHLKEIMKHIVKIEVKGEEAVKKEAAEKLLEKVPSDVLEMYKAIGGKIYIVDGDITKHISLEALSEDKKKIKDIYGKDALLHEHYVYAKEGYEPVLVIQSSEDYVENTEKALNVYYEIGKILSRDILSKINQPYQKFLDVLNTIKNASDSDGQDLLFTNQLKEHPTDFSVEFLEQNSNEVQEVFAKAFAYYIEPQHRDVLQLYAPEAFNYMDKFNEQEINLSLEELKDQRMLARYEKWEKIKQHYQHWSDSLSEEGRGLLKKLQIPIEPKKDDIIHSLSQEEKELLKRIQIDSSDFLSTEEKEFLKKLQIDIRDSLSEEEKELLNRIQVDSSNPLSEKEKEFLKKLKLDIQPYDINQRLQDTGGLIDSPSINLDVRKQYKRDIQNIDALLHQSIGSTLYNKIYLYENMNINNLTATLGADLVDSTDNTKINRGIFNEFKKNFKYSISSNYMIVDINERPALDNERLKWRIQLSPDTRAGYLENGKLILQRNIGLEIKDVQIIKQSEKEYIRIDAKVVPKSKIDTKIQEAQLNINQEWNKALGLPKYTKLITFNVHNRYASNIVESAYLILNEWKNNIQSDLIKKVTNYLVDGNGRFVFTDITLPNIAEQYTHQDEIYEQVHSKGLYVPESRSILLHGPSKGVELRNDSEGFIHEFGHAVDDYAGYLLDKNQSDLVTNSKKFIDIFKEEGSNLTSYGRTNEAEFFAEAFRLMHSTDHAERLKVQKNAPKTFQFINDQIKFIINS
SARS 3CLpro inh: SARS-CoV 3CLpro protease inhibition; P0C6X7; recombinant SARS-CoV 3CLpro, quenched FRET peptide cleavage; inhibition, % at 6 µM; actives 0.14% (n = 290,000); AID 1706; in the data active means inhibition above about 12%
DUSP3 inh: DUSP3 (human) phosphatase inhibition. recombinant VHR phosphatase, pNPP absorbance. inhibition, % at 13.3 µM. AID 1654. actives 0.52% (n = 290,000); in the data active means inhibition above about 50%; further: some compounds called inactive have numbers as strong as hits
Target sequence (P51452 whole entry, looked up): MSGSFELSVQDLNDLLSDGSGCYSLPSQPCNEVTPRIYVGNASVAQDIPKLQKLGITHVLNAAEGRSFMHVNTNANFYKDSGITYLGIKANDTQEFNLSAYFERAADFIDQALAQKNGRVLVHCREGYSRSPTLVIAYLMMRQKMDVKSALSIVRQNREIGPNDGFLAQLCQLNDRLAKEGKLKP
Rv3671c protease: inhibitors of M. tuberculosis serine protease Rv3671c; P9WHR9; inhibition, % at 5.96 µM; actives 0.048% (n = 320,000); AID 2606; in the data active means inhibition above about 38%;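 further: extracellular domain of Rv3671c used as enzyme; 0% = enzyme with DMSO and 100% = no enzyme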
TcdB GH inh: inhibitors of Clostridioides difficile toxin B glycohydrolase. inhibition, % at 9.99 µM. actives 0.24% (n = 350,000). AID 652162. TcdB glycohydrolase enzymatic assay, plate reader; in the data active means inhibition above about 10%
PfHsp40 yeast: compounds rescuing yeast from Plasmodium falciparum HSP40 toxicity. S. cerevisiae expressing PfHsp40, growth rescue, ATP luminescence. growth rescue, % at 12.5 µM. actives 0.68% (n = 340,000). AID 504582; in the data active means growth rescue above about 28%, passing the limit was not always enough;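 further: yeast W303a lacking pdr1 and pdr3 grown in galactose medium; growth measured after three days at 30 °C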
SSB-PriA inh: blocks PriA binding to SSB C-terminal tail; actives 0.6% (n = 430,000); AlphaScreen SSBct-PriA binding, biotinylated peptide; inhibition, % at 33 µM; in the data active means inhibition mostly above about 37%, no sharp cut-off; inactive means mostly below about 20%;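 further: plate controls were negative control peptide for no effect and reference peptide for full effect; strong numbers were not always called active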
* = called active by the depositor; i = inactive; . = not tested or not shown; & = joins results of further samples.

SMILES,BH1578 lux ind,MazEF act,Y pestis TopoI,Anthrax LF inh2,SARS 3CLpro inh,DUSP3 inh,Rv3671c protease,TcdB GH inh,PfHsp40 yeast,SSB-PriA inh
O=C(NNC(=S)NCc1ccco1)c1ccccc1Br,-0.2,-2,2,0,0,32,1,0.6,0.7,-4
CC(=O)C1=C(O)C(=O)N(c2ccc(S(N)(=O)=O)cc2)C1c1ccc([N+](=O)[O-])cc1 (stereo unspecified),3.4,-7,-4,-2,7,20,10,.,1.3,1
O=C(NC1CCCC1)c1ccccc1-c1ccccc1,-0.1,-1,4,2,-7,-2,7,.,-1.9,-7
COc1ccc(CNC(=O)CN(c2ccccc2)S(=O)(=O)c2ccccc2[N+](=O)[O-])cc1,0.1,-2,-10,-9,4,20,-10,0.1,-0.1,15
Cc1n[nH]c2ccc(Br)cc2c1=O,i,6,-7,-3,.,.,.,0.6,.,.
CC1(C)OC(=O)C(=CNc2ccccn2)C(=O)O1,i,9,1,2,2,10,-3,0.6,-0.2,-7
CCC(C)NCCC(=O)Nc1ccc(Cl)c(S(=O)(=O)Nc2ccc(Cl)cc2)c1 (stereo unspecified),-0.3,5,-14,1,-3,3,-3,1.6,-1.3,-6
CN(CC(=O)O)S(=O)(=O)c1ccc2c(c1)n(C)c(=O)c(=O)n2C,i,8,1,-7,2,13,4,.,-1.6,-2
C/C(CC(C)(C)C1CCCCC1)=N\NC(N)=S,-6.3,1,17,-3,-1,19,-8,.,-0.7,.
CC(C)N(Cc1nc(-c2ccccc2)no1)C(=O)CN(C)S(=O)(=O)c1ccccc1,-0.6,-8,-3,-1,3,17,1,.,-1.7,-6
Cc1ccc(NC(=O)CCS(=O)(=O)c2ccc(Br)s2)cc1,-0.3,-1,4,-11,7,25,-6,0.4,0.4,-15
COc1ccc(S(=O)(=O)CC2(O)CCN(C(=O)CC(C)C)CC2)cc1,-0.2,-4,-10,5,1,2,12,-2.8,-1.0,5
CC(OC(=O)c1ccc(Br)o1)C(=O)Nc1ccc2c(c1)OCCO2 (stereo unspecified),i,1,5,-3,.,.,3,0.4,1.8,-9
Cn1c(O)c(C(C#N)=C2N=c3ccccc3=N2)c2ccccc21,i,16,-24,-3,-2,-5,-5,.,-0.1,-15
COc1ccc(CCNC2CCCCC2)cc1,1.7,6,-11,-1,2,22,-1,1.2,-0.9,-8
Cc1ccc(C2=NOC(C)(c3nnc(Cc4ccccc4)o3)C2)cc1 (stereo unspecified),-0.4,-5,-6,-6,.,.,-2,0.6,0.7,-2
O=C(CCn1nc(-c2ccccc2)ccc1=O)N1CCCC1,-0.3,-1,-4,2,2,2,3,-1.2,1.0,-13
COC(=O)c1ccc(NC(=O)CNS(=O)(=O)c2cccs2)cc1,-1.7,-13,2,-4,4,-27,-7,.,-0.5,-6
COc1cc(/C=N/NC(=O)CCN2CCN(C(c3ccccc3)c3ccccc3)CC2)ccc1O,i,4,17,-1,-1,-4,5,3.1,-1.2,.
COc1cc(OC)cc(-c2noc(-c3csc([C@@H]4O[C@H](CO)[C@H](O)[C@H](O)[C@H]4O)n3)n2)c1,0.5,.,1,1,.,.,.,1.2,.,.
CC(=O)N/N=C\c1ccccc1OC/C=C/c1ccccc1,1.2,-13,1,-4,5,44,.,0.2,-0.9,.
CCOc1cc(Br)c(CC(=O)O)cc1OCC,-0.6,8,2,-4,-3,5,-3,1.4,-1.0,-8
COc1cc(C(=O)Nc2ccncc2)c([N+](=O)[O-])cc1OC,i,10,-1,2,0,8,5,-0.6,-0.8,-7
N#C/C(=C\N1CCN(Cc2ccc3c(c2)OCO3)CC1)c1nc2ccccc2s1,-0.7,-70,-8,0,0,32,1,.,-1.5,8
O=C1CCc2cc(NS(=O)(=O)c3ccc(F)cc3)cc3c2N1CCC3,i,4,-1,4,.,.,6,-0.3,-1.2,9
CCN1C(=O)[C@H]2[C@@H](c3ccc(-c4ccc(C(C)=O)cc4)cc3)N[C@@](Cc3ccccc3)(C(=O)OC)[C@H]2C1=O,i,-10,-4,4,.,.,-6,0.6,-0.1,3
COc1ccc(N2CCN(C(=O)c3cc(=O)[nH]c4ccccc34)CC2)cc1,-0.3,5,12,-7,27*,37,-3,0.7,-0.6,-2
S=C(NCc1ccco1)Nc1cc(Cl)c(Cl)cc1Cl,i,17,-2,-2,3,9,6,0.8,6.5,-31
Cc1cc2cc(CNC(=O)Cc3cccs3)ccc2n1C,-0.1,-6,-6,-53,.,22,1,.,-0.8,15&0
Cc1ccc(S(=O)(=O)N2CCOCC2)cc1NC(=O)CSc1nnnn1C1CC1,-0.2,3,-7,-6,.,.,.,0.9,.,.
O=C(NN1C(=O)C2C3CCC(O3)C2C1=O)c1ccc(Br)o1 (stereo unspecified),-0.3,7,2,0,1,33,-4,-0.7,-1.0,-5
CC1=NNC(=O)/C1=C\c1cn(-c2ccccc2)nc1-c1ccccc1,i,5,-5,-6,3,-8,-6,-7.8,-2.2,19
CCSc1nnc(-c2ccncc2)o1,-0.2,6,-11,4,4,17,-5,.,-0.7,-13
O=C(NC(=S)NNC(=O)c1ccccc1O)c1cccs1,0.6,2,-4,-1,1,7,19,2.4,-0.8,45*
Cc1cc(/C=C2\C(=O)NC(=O)N(Cc3ccccc3)C2=O)c(C)n1C1CC1,-0.5,725*,27,-4,3,28,-14,0.1,0.5,-5
C=CCNc1ncnc2c1cnn2-c1ccc(OC)cc1,i,-15,9,-4,-1,18,-3,.,-0.1,-21

Some values from the entries so far:
Anthrax LF inh2, O=C(NN1C(=O)C2C3CCC(O3)C2C1=O)c1ccc(Br)o1 (stereo unspecified) → 0
Anthrax LF inh2, Cc1cc(/C=C2\C(=O)NC(=O)N(Cc3ccccc3)C2=O)c(C)n1C1CC1 → -4
TcdB GH inh, CCN1C(=O)[C@H]2[C@@H](c3ccc(-c4ccc(C(C)=O)cc4)cc3)N[C@@](Cc3ccccc3)(C(=O)OC)[C@H]2C1=O → 0.6

Entries of single compounds as entered above:
`O=C(NN1C(=O)C2C3CCC(O3)C2C1=O)c1ccc(Br)o1` (stereo unspecified) as listed: BH1578 lux ind = -0.3; MazEF act = 7; Y pestis TopoI = 2; Anthrax LF inh2 = 0; SARS 3CLpro inh = 1; DUSP3 inh = 33; Rv3671c protease = -4; TcdB GH inh = -0.7; PfHsp40 yeast = -1.0; SSB-PriA inh = -5
`O=C(NC(=S)NNC(=O)c1ccccc1O)c1cccs1` as listed: BH1578 lux ind = 0.6; MazEF act = 2; Y pestis TopoI = -4; Anthrax LF inh2 = -1; SARS 3CLpro inh = 1; DUSP3 inh = 7; Rv3671c protease = 19; TcdB GH inh = 2.4; PfHsp40 yeast = -0.8; SSB-PriA inh = 45*

Next section:
SMILES,BH1578 lux ind,MazEF act,Y pestis TopoI,Anthrax LF inh2,SARS 3CLpro inh,DUSP3 inh,Rv3671c protease,TcdB GH inh,PfHsp40 yeast,SSB-PriA inh
O=C(CN1C(=O)COc2ccccc21)NCc1ccc(C(=O)O)cc1,i,3,7,1,-2,10,-2,.,0.5,-12
O=C(NCc1ccncc1)C(=O)N/N=C/c1ccc(OCc2ccccc2)cc1,i,-13,20,-3,4,18,0,0.9,0.2,.
NC(=O)C1(N2CCCCC2)CCN(C2CC(=O)N(Cc3cccs3)C2=O)CC1 (stereo unspecified),.,5,4,4,4,34,0,.,0.3,-15
COC(=O)[C@@]1(Cc2ccc(F)cc2)[C@H]2c3cc(C(=O)N(C)C)n(C[C@H](O)CO)c3C[C@H]2CN1C(=O)c1ccccc1,i,1,28,-9,1,16,0,.,-0.3,4
CC(C)C[C@@H](CN1C(N)=NC[C@@H]1C)NC(=O)CC12CC3CC(CC(C3)C1)C2,i,7,-10,-2,.,.,-5,0.5,-0.2,-20
CCc1ccc(C(N)=S)cc1,i,-4,-3,-4,0,14,4,1.6,1.6,1
CC(C)Cc1nnc(NC(=O)c2ccc(N3CCCC3=O)cc2)s1,-4.2,3,-1,1,.,.,2,3.3,-0.7,-6
CC1=CC(=O)OC2CC3OC4C[C@@H](C)C5OC6CC7O[C@]8(C)C/C=C\C9OC%10CC%11OC(CC(C)CO)CC(O)[C@]%11(C)OC%10CC9OC8C[C@]7(C)O[C@]6(C)CCC5OC4C[C@]3(C)OC12 (stereo partly specified),i,5,42,3,-4,0,-2,1.7,.,-2
CCN(CC)C(=O)C1CCN(Cc2cccc(OCc3ccccc3)c2)CC1,i,0,28,3,-3,27,1,.,1.6,-6
COc1ccccc1C/C(N)=N/OC(=O)COc1cc(C)cc(C)c1C,0.3,-18,38,1,6,6,1,0.5,4.0,.
Cc1ccc(-n2cnc3c(=O)[nH]cnc32)cc1,-3.3,10,0,-4,.,.,.,0.8,-0.6,-1
Cc1ccc(C)c(S(=O)(=O)N2CCCOC2CNC(=O)C(=O)NC2CCCC2)c1 (stereo unspecified),i,2,1,-4,-3,11,-1,1.2,-0.9,2
Cc1ccnn1CCC(=O)N1CCCC(Nc2ccc(C(C)C)cc2)C1 (stereo unspecified),-5.0,4,14,2,.,.,.,1.3,.,.
O=C(c1ccc(CS(=O)c2cccc(Cl)c2)o1)N1CCN(c2ccccn2)CC1 (stereo unspecified),i,2,2,0,4,-7,8,-5.8,-2.2,3
COc1ccc(Cn2c(=O)oc3ccc(C)cc32)cc1,i,1,11,-7,-2,1,-1,2.4,-0.4,-2
c1ccc(OCC2CCNCC2)nc1,-1.3,1,-16,1,-2,0,6,-1.0,0.2,-13
Cc1nnc(CN(C)C(=O)CC2C(=O)NCCN2Cc2ccccc2C)o1 (stereo unspecified),-7.1,9,12,0,-7,-15,0,-1.7,0.4,5
Cc1cc(C)cc(-n2c(C)cc(/C=C3\C(=O)NC(=O)N(C)C3=O)c2C)c1,-0.2,1,13,-2,-2,-7,-6,0.8,-1.1,4
CCCN1C(=O)c2[nH]nc(-c3cc(Cl)c(C)cc3O)c2C1c1ccc(O)c(OC)c1 (stereo unspecified),-0.2,-11,-8,1,2,17,-13,0.8,1.3,18
COc1ccc(CCNC(=O)CSCc2ccc(Br)cc2)cc1OC,0.1,-1,23,-2,-1,-8,-6,3.5,0.9,-4
COc1ccc(C(O)c2ncc(-c3ccccc3C)[nH]2)cc1 (stereo unspecified),i,.,-6,-1,.,.,.,1.7,.,.
O=C(CN1C(=O)C(=O)N(C2CCCC2)C1=O)NCCc1ccc(F)cc1,0.9,1,-5,-4,.,.,6,-0.1,1.5,-10
O=C(N/N=C/c1cc([N+](=O)[O-])ccc1O)C1CCCCC1,-4.8,-1,2,0,1,-2,6,-1.5,5.1,.
CC(C)(C)C(=O)CCN1C(=O)C2(OCCO2)c2ccccc21,i,2,-9,0,-3,-15,0,.,0.0,-15
COc1ccc(CC(=O)Nc2cccc3c2CCCC3)cc1,i,-9,-5,5,-3,89,-11,-0.2,1.1,-6
Nc1cc(C(=O)OCC(=O)N2CCN(C(=O)COC(=O)c3ccc(Cl)c(N)c3)CC2)ccc1Cl,i,-6,35,0,.,.,.,0.8,0.1,-2
OCCNC(=S)Nc1cc(Cl)cc(Cl)c1,-0.6,7,-3,-5,-2,18,-3,-0.6,-0.4,-7
CC(C)CCN1CCN(C2CSCCSC2)CC1CCO (stereo unspecified),-0.9,7,-1,2,-5,-4,-4,0.7,-0.6,-10
O=C(NCc1ccncc1)C1Cc2c(-c3ccccc3Oc3ccccc3)ccnc2O1 (stereo unspecified),-0.8,.,41,0,.,.,.,4.5,.,.
COc1ccccc1NC(=O)CNc1ccc(F)c(Cl)c1,-0.3,5,-4,-1,3,-4,0,2.0,-0.5,-3
COCC1CCN(Cc2cn(-c3ccccc3F)nc2-c2cc(C)sc2C)CC1,-3.3,11,14,-3,5,19,7,0.8,-0.7,-1
CCCCCc1ccc(OCCC[n+]2ccccc2)c(CCCCC)c1,-0.5,14,-18,1,3,-2,13,3.8,5.7,-3
O=C(CNC(=O)c1ccc(S(=O)(=O)N2CCCC2)cc1)N/N=C/c1ccc(Cl)cc1,-1.0,5,9,1,2,-4,1,0.0,-0.4,.
O=C(O)c1ccc(-c2sc(Nc3ccccc3)n[n+]2-c2ccc(F)cc2)cc1,i,6,-8,-2,-4,5,-4,.,-0.5,-1

Some of the compounds tested (hit frequency here may not be typical).
